Compound activity as filed in PubChem BioAssay.
RXFP1 agonist: RXFP1 (human) receptor agonism | AID 2676 | 370,000 tested, 0.3% active | HEK293T-RXFP1 cAMP TR-FRET, 30 min; response scale: percent of porcine relaxin response, buffer zero | Potency, µM (series often up to 57.5 µM), for inactives: at the top dose activation, actives largely listed as activators; note: potency is the fitted concentration of half-maximal effect; % is set by controls: 0 for no effect and ±100 for the full control effect; nearly all actives have a fitted effect of over 60% in size; many of its hits are not listed in these tables
Target sequence (Q9HBX9 whole entry, looked up): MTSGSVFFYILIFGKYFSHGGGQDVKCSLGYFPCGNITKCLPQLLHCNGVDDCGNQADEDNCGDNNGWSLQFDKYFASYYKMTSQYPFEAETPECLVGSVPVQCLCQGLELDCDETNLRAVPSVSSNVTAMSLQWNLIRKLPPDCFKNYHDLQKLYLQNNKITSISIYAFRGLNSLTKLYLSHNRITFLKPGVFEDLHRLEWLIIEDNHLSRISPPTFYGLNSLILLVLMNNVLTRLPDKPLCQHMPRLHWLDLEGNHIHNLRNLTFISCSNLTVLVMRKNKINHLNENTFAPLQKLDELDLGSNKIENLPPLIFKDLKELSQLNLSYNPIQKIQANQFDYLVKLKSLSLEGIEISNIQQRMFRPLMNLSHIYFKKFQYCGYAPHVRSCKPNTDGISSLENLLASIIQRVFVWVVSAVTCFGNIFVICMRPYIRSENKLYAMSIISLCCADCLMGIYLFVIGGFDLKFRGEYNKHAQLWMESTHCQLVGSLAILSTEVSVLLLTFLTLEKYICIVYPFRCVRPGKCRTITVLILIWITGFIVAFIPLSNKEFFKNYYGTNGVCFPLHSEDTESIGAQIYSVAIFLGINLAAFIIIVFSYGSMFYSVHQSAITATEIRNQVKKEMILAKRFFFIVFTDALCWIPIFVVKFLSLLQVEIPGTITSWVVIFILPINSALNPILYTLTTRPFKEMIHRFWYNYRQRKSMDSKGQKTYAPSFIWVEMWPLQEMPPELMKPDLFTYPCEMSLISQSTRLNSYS
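HEK293 cells stably expressing RXFP1, treated 30 min at 37C with compounds plus PDE4 inhibitor Ro 20174; cAMP measured by HTRF TR-FRET. Normalized to buffer and 29 nM porcine relaxin; EC50 by Hill fit.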
IDH1 R132H inh: human IDH1 R132H inhibition; O75874; IDH1-R132H enzyme, NADPH consumption, diaphorase/resazurin fluorescence; Potency, µM (highest dose often 76.6 µM), without a hit: at the top dose activity change, negative = inhibition, actives largely listed as inhibitors; 390,000 tested, 0.093% active; note: potency is the fitted concentration of half-maximal effect; % is set by controls: 0 for no effect and ±100 for the full control effect; nearly all actives have a fitted effect of over 65% in size
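IDH1-R132H (0.5 ug/mL dispensed) in pH 7.5 Tris buffer was preincubated 30 min with compound, then given a substrate mix of 0.016 mM NADPH and 2 mM alpha-KG for 80 min at room temperature; remaining NADPH was read by diaphorase/resazurin fluorescence.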
Vif-APOBEC3G blk: blocks the Vif interaction with human APOBEC3G; HeLa A3G-eYFP + Vif (tagged APOBEC3G with the HIV-1 protein that degrades it), YFP fluorescence, overnight; AID 602310; 410,000 tested, 0.076% active; Potency, µM (titrated, usually from 46.1 µM), for the others: top-dose activity, negative = active, hits mostly inhibitors; Q9HC16;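 note: potency is the fitted concentration of half-maximal effect; % is set by controls: 0 for no effect and ±100 for the full control effect; nearly all actives have a fitted effect of over 60% in size; hits raise eYFP signal because A3G escapes Vif-driven loss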
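HeLa cells stably expressing Vif and C-terminally eYFP-tagged A3G, seeded overnight at 37 deg C, then exposed to compound by pintool overnight at 37 deg C. Rise in yellow fluorescence (Ex 488/Em 500-530, Acumen) marks blocked Vif-driven A3G degradation.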
LDHA block: blocks human lactate dehydrogenase A. activity change, % (values are at about 110 or 230 µM). AID 1347041. P00338. 480,000 tested, 0.15% active. purified LDHA, NADH/diaphorase-resazurin fluorescence; active compounds read low; in the data active = activity change below about -30%; inconclusive = mostly about -25% to -30%;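 note: plate controls were DMSO wells for no effect and wells without enzyme for full effect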
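Human LDH5 at 2 nM final in Tris HCl pH 7.4 with 0.06 mM NADH and 0.2 mM pyruvate, reacted 5 minutes at room temperature. Remaining NADH coupled via diaphorase/resazurin; resorufin fluorescence read at 0 and 20 minutes, normalized to enzyme-free and DMSO wells.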
USP1-UAF1 inh: inhibitors of human USP1/UAF1 deubiquitinase; AID 743255; Potency, µM (highest dose often 57.1 µM), for the others: top-dose activity change, negative = inhibition, hits mostly inhibitors; recombinant USP1/UAF1, Ub-Rhodamine cleavage fluorescence; 390,000 tested, 0.23% active; note: potency is the fitted concentration of half-maximal effect; % is set by controls: 0 for no effect and ±100 for the full control effect; nearly all actives have a fitted effect of over 60% in size; inactives centre near -12
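Step one: compound is pinned into 1nM USP1/UAF1 in HEPES pH 7.8 buffer with TCEP. Step two: 15 min room-temperature incubation. Step three: Ub-Rho (150nM final) starts cleavage, tracked by fluorescence over six one-minute reads.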
TrxR1 substrate: substrates of rat thioredoxin reductase 1. Potency, µM (titrated, usually from 114 µM), inactives show at the top dose activity change, negative = substrate turnover. O89049. purified TrxR1 substrate turnover, NADPH consumption readout. 390,000 tested, 0.01% active. AID 588456; note: potency is the fitted concentration of half-maximal effect; % is set by controls: 0 for no effect and ±100 for the full control effect; nearly all actives have a fitted effect of over 50% in size
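Rat TrxR1, dispensed at 90 nM, was prereduced with 400 uM NADPH (final) for 5 min at ~22 deg C, then incubated with compound 15 min before 400 uM selenite. A first-read NADPH fluorescence drop versus no-compound background flagged substrates.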
PI4K2A inh: inhibitors of human PI4K2A; 420,000 tested, 0.13% active; purified PI4K2A, ADP-Glo luminescence, 1 h; active compounds read low; activity change, negative = inhibition, % at 76.9 µM; Q9BTU6; in the data active = activity change below about -50%; inconclusive = mostly about -30% to -49%;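 note: -100% = wells without enzyme as full effect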
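Compounds are screened against recombinant PI4K2A using PI as substrate and ATP, the latter dispensed at 300 microM. Reactions run one hour at ambient temperature before ADP-Glo detection; full inhibition defined by wells lacking enzyme.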
Glioma ERSR ind: induces the endoplasmic reticulum stress response in human glioma cells; U87-MG GRP78 promoter luciferase reporter, 16 h; Potency, µM, for the others: at the highest dose activation, actives largely listed as activators; 420,000 tested, 0.02% active; note: potency is the fitted concentration of half-maximal effect; series mostly up to about 76 µM; % of control where 0% means no effect; nearly all actives have a fitted effect of over 35% in size
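ERSR induction read as luciferase luminescence (Bright-Glo, 10 min at room temperature) in stably transfected human U87-MG glioma cells exposed to compounds for 16 h, using GRP78 as sensor.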
Vif-A3F inh: blocks the Vif interaction with APOBEC3F | Potency, µM (titrated, usually from 46.1 µM), inactives show at the top dose activity, negative = active | 390,000 tested, 0.2% active | HeLa A3F-eYFP + Vif (tagged APOBEC3F with the HIV-1 protein that degrades it), YFP fluorescence increase; note: potency is the fitted concentration of half-maximal effect; % of control where 0% means no effect; nearly all actives have a fitted effect of over 65% in size
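HeLa cells stably expressing Vif plus C-terminally eYFP-tagged A3F were seeded, incubated overnight at 37 deg C, dosed with compound, incubated overnight again at 37 deg C. Yellow fluorescence (Ex 488/Em 500-530) reported blocked Vif-mediated A3F-eYFP degradation.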
* hit, by the source's call; ? = inconclusive; · = not tested or not shown; & = joins results of further samples; [ ] = dose if it differs, or a comment. Unless noted, calls come from the whole dose curve; as a rule, active = well fitted curve in the direction sought with a large enough effect; inconclusive = small, poorly fitted or top-dose-only effect, or another doubt; inactive = no such curve, though single readings can be large; an effect the other way counts as inactive or inconclusive.

SMILES	RXFP1 agonist	IDH1 R132H inh	Vif-APOBEC3G blk	LDHA block	USP1-UAF1 inh	TrxR1 substrate	PI4K2A inh	Glioma ERSR ind	Vif-A3F inh
CCOC(=O)c1cccc(NC(=O)c2cnc(N3CCCCC3)c3ccccc23)c1	6.3%	-10%	7%	-3	-22%	4%[57.1 µM]	1	-2%	1%
Cc1ccc(NC(=O)C(Cc2ccccc2)NS(=O)(=O)c2ccc3c(c2)oc(=O)n3C)cc1F (centres undefined)	-0.5%	12%	-3%	-5	6%	1%	-1	0%	1%
Cc1cc(C)c(S(=O)(=O)Nc2ccc(C(=O)O)cc2)cc1S(=O)(=O)Nc1ccc(C(=O)O)cc1	·	12%	8%	-7	-22%	-19%[57.1 µM]	2	-1%	5%
CCn1c(C)cc(/C=C2\SC(=O)N(CC(=O)Nc3ccc(C)c(C)c3)C2=O)c1C	0.5%	3%	-3%	-5	-19%	-5%	6	-1%	-11%
C/C(=N\NC(=O)Cc1ccc(Cl)c(Cl)c1)c1cccnc1	2.1%	0%	1%	-5	-12%	4%	-2	-2%	3%
CCCCCCC(=O)N1C/C=C\C(c2ccc(OC)cc2)N(Cc2ccc(F)cc2)C(=O)[C@H]1Cc1ccccc1 (some centres undefined)	0.1%	-1%[38.3 µM]	-1%	4	-31%	-10%	8	-5%	1%
CCCCN(C(=O)c1ccc(S(=O)(=O)N2CCC(C)CC2)cc1)C1CCS(=O)(=O)C1 (centres undefined)	0.4%	1%	-4%	0	-2%	11%[11.4 µM]	-2	-3%	10%
C=CCn1c(SCc2cc(C(=O)OC)c(C)o2)nnc1-c1ccncc1	4.3%	9%	1%	2	-8%	6%	-5	-3%	1%
CN(CC(=O)Nc1cccc(C(F)(F)F)c1)S(=O)(=O)c1ccc2[nH]c3c(c2c1)CCCC3	2.7%	-15%	3%	4	-12%	-6%	5	-5%	-13%
CCC(CC)C(=O)Nc1cccc(C(=O)c2ccccc2)c1	1.3%	8%	-1%	-9	-6%	-3%	2	-2%	-6%
O=C(Cc1cccc(C(F)(F)F)c1)Nc1cc(S(=O)(=O)N2CCOCC2)ccc1N1CCCC1	0.3%	-21%	-9%	-6	-22%	-4%	6	-2%	2%
Nc1nnc(Cc2ccccc2)s1	0.5%	6%	0%	0	0%	-1%[57.1 µM]	2	1%	-13%
Cc1cc2nc3c(=O)n(Cc4ccccc4)c(=O)[nH]c3nc2cc1N	8.7%	6%	?	27	25µM*	-2%[57.1 µM]	-1	-4%	?
O=C(c1ccc2c(c1)OCO2)N1CCN(c2ccccc2F)CC1	0.0%	5%	0%	-1	-15%	-7%[57.1 µM]	3	4%	-4%
CCN1C(=O)/C(=C2\SC(=S)N(NC(=O)c3cccnc3)C2=O)c2ccccc21	0.8%	-1%	-4%	6	-25%	-8%	-4	-3%	4%
O=C(O)c1cc(NN=Nc2cccc(S(=O)(=O)O)c2)cc([N+](=O)[O-])c1	0.7%	7%	3%	-3	-27%	-11%	-4	-5%	3%
COCCCNC(=O)C1CCCN(S(=O)(=O)c2ccc3c(c2)oc(=O)n3C)C1 (centres undefined)	-0.4%	3%	0%	-2	?	1%	0	-3%	-2%
NC(=O)C1c2ccccc2CSc2ccccc21 (centres undefined)	-1.0%	4%	-3%	-9	-5%	7%[57.1 µM]	-6	-6%	7%
O=C(c1ccc2c(=O)n(C3CCCC3)c(=S)[nH]c2c1)N1CCc2ccccc21	1.1%	-4%	1%	-5	-12%	7%	0	1%	2%
CC1(c2ccc3c(c2)OCCO3)NC(=O)N(CC(=O)c2ccc[nH]2)C1=O (centres undefined)	0.3%	14%	-5%	4	-15%	7%	-13	-2%	7%
Cc1c(CN2CCN(CC(C)(C)C)C(CCO)C2)[nH]c2ccccc12 (centres undefined)	1.6%	14%	1%	2	-17%	4%	-1	2%	-15%
COc1ccc([C@H]2C[C@H](n3cc(COC(=O)c4ccccc4)nn3)[C@@H](O)CN2Cc2cccs2)cc1	·	-4%	-6%	2	-24%	·	-2	-1%	-2%
Cc1ccnc(NC(=O)CCNS(=O)(=O)c2ccc(C)c(C)c2)c1	-0.5%	12%	1%	-1	-20%	7%	-3	-11%	0%
O=C1N=C(N2CCCC2)S/C1=C\c1cccc(Br)c1	1.7%	-3%	-11%	-2	-23%	10%[57.1 µM]	1	7%	-1%
Cc1ccc(-c2nc3ncccn3c2Nc2ccc3c(c2)OCO3)o1	-0.9%	-6%	-3%	6	-12%	-4%[57.1 µM]	4	5%	4%
CC(C)C(=O)Nc1ccc2oc(-c3cc(F)c(F)cc3Cl)nc2c1	0.3%	-1%	-6%	-5&1	-5%	46%[activator]	-12	-2%	-5%
Cc1ccc(NC(=S)NC2CC3CCCC(C2)N3Cc2ccco2)cc1 (centres undefined)	0.3%	1%	5%	-8	-17%	15%[57.1 µM]	-27	0%	-5%
Cc1ccc(CSc2ccc(S(=O)(=O)N3CCCCC3)cn2)cc1	0.4%	6%	-7%	-8	-12%	-1%	0	-4%	-7%
COc1ccc2cc3cc(C(=O)N4CCN(c5cccc(Cl)c5)CC4)sc3nc2c1	4.9%	-14%	0%	3	?	5%	1	-3%	-2%
CC(=O)C12CCCCC1CC1[C@@H]3CC(C)C4=CC(=O)CC[C@]4(C)C3CC[C@@]12C (some centres undefined)	2.6%	3%	0%	-5	-8%	2%	0	-1%	2%
CCN(CC)S(=O)(=O)c1ccc(Cl)c(NC(=O)c2ccncc2)c1	14%	1%	1%	-6	-15%	0%[57.1 µM]	-1	-2%	13%
O=C(Nc1nnc(S(=O)(=O)N2CCN(c3ccc(F)cc3)CC2)s1)c1ccco1	1.2%	-17%	-4%	-6	-13%	-8%	2	2%	2%
Cc1ccc(S(=O)(=O)N2CCOCC2)cc1NC(=O)COC(=O)COc1ccccc1[N+](=O)[O-]	·	-2%	0%	-6	5%	9%[57.1 µM]	2	-2%	5%
COc1ccc(-c2nc(C)c(CCNC(=O)C(=O)Nc3ccccc3OC)s2)cc1	4.0%	-11%	0%	-12	-23%	3%[57.1 µM]	-2	-2%	-1%
CC1=C(C(=O)N(C(C)C)C(C)C)CC(CC(=O)NC2CCCC2)C(=O)N1CCCN1CCCC1=O (centres undefined)	·	·	5%	-13	·	·	-2	-3%	·
O=C(CSc1n[nH]c(=O)n1Cc1ccccc1)Nc1ccc(N2CCOCC2)cc1	-0.5%	7%	1%	-2	-3%	-10%	1	-3%	-13%

In the list so far, 4 contain a furan ring, fused or not:
SMILES	RXFP1 agonist	IDH1 R132H inh	Vif-APOBEC3G blk	LDHA block	USP1-UAF1 inh	TrxR1 substrate	PI4K2A inh	Glioma ERSR ind	Vif-A3F inh
C=CCn1c(SCc2cc(C(=O)OC)c(C)o2)nnc1-c1ccncc1	4.3%	9%	1%	2	-8%	6%	-5	-3%	1%
Cc1ccc(-c2nc3ncccn3c2Nc2ccc3c(c2)OCO3)o1	-0.9%	-6%	-3%	6	-12%	-4%[57.1 µM]	4	5%	4%
Cc1ccc(NC(=S)NC2CC3CCCC(C2)N3Cc2ccco2)cc1 (centres undefined)	0.3%	1%	5%	-8	-17%	15%[57.1 µM]	-27	0%	-5%
O=C(Nc1nnc(S(=O)(=O)N2CCN(c3ccc(F)cc3)CC2)s1)c1ccco1	1.2%	-17%	-4%	-6	-13%	-8%	2	2%	2%

In another format: entries from further up
Results follow in this order: RXFP1 agonist	IDH1 R132H inh	Vif-APOBEC3G blk	LDHA block	USP1-UAF1 inh	TrxR1 substrate	PI4K2A inh	Glioma ERSR ind	Vif-A3F inh
- CN(CC(=O)Nc1cccc(C(F)(F)F)c1)S(=O)(=O)c1ccc2[nH]c3c(c2c1)CCCC3
 : 2.7%	-15%	3%	4	-12%	-6%	5	-5%	-13%
- Nc1nnc(Cc2ccccc2)s1
 : 0.5%	6%	0%	0	0%	-1%[57.1 µM]	2	1%	-13%

(list continues)
SMILES	RXFP1 agonist	IDH1 R132H inh	Vif-APOBEC3G blk	LDHA block	USP1-UAF1 inh	TrxR1 substrate	PI4K2A inh	Glioma ERSR ind	Vif-A3F inh
Cc1ccc(C)n1-c1ccc(NC(=O)c2ccccc2)cc1	0.7%	11%	-7%	-4	?	8%[57.1 µM]	-1	-6%	-20%
Cc1ccc(-c2cc(C(=O)O)n(Cc3ccccc3)n2)cc1	1.6%	·	·	-5	-9%	5%	-1	·	·
Cc1noc(-c2ccccc2)c1NC(=O)Nc1ccccc1	-0.4%	-2%	0%	1	-1%	4%[57.1 µM]	0	-1%	-3%
CC1CN(CCCSc2ccc(Cl)cc2)CC(C)O1 (centres undefined)	5.9%	7%	-1%	-16	-25%	11%[57.1 µM]	1	-2%	-3%
COC(=O)c1ccccc1NC(=O)CN1CCc2ccccc2C1	3.4%	1%	-2%	-2	-8%	3%[57.1 µM]	-2	-2%	1%
Cn1c(-c2sc3cc(C(F)(F)F)cnc3c2-c2cccnc2)n[nH]c1=S	9.4%	1%	0%	-3	-12%	-7%	3	-6%	1%
COc1ccc(CNC(=O)C2(C)Cc3c(-c4ccc5c(c4)OCO5)ccnc3O2)cc1OC (centres undefined)	·	·	-18%	-4	·	·	-3	-3%	·

Not all compounds are listed; count on the stated rates, not on these rows.
